High-throughput results from PubChem.
Vif-APOBEC3F blk – qHTS for Inhibitors of Vif-A3F Interactions: qHTS; HeLa A3F-eYFP + Vif (tagged APOBEC3F with the HIV-1 protein that degrades it), YFP fluorescence increase; Potency, µM (series often up to 46.1 µM), for the others: top-dose activity, negative = active; 390,000 compounds, 0.2% hits; also: % of control where 0% means no effect; nearly all actives have a fitted effect of over 65% in size
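Fluorescence increase (Ex 488/Em 500-530) after overnight compound treatment at 37 deg C flags inhibition of Vif-driven A3F-eYFP loss in stable HeLa A3F-eYFP/Vif cells seeded overnight beforehand.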
TrxR1 inh – qHTS Assay for Inhibitors of Mammalian Selenoprotein Thioredoxin Reductase 1 (TrxR1): qHTS. Potency, µM (titrated, usually from 114 µM), for the others: at the highest dose activity change, negative = inhibition, hits mostly inhibitors. recombinant rTrxR1, NADPH fluorescence consumption, selenite substrate. AID 588453, 2011. Thioredoxin reductase 1, cytoplasmic (Rattus norvegicus), O89049. 390,000 compounds, 1% hits; also: % is scaled to controls: 0 for no effect and ±100 for the full control effect; nearly all actives have a fitted effect of over 65% in size
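Rat TrxR1 (90 nM in the dispensed reagent) was pre-reduced with 400 uM NADPH for 5 min at room temperature, then incubated with compound for 15 min. After 400 uM selenite was added, NADPH fluorescence (Ex 340/Em 450 nm) was followed for 8 min.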
ALOX12 inh – Primary qHTS assay for inhibitors of human arachidonate 12S-lipoxygenase (ALOX12): Round 2; AID 1671190, 2021; Polyunsaturated fatty acid lipoxygenase ALOX12 (Homo sapiens), P18054; 580,000 compounds, 1.1% hits; purified 12hLO, xylenol orange hydroperoxide absorbance; Potency, µM (doses to about 108 µM), inactives show top-dose activity change, negative = inhibition, hits mostly inhibitors; also: % is scaled to controls: 0 for no effect and ±100 for the full control effect
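Hydroperoxide product was detected by ferrous iron/xylenol orange as the 573 to 405 nm absorbance ratio. Arachidonic acid at 40 uM (final) was turned over for 30 min at room temperature by 150 nM human 12hLO, pH 7.0 Hepes buffer, after 15 min compound preincubation.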
RXFP1 agonist – qHTS Assay for Agonists of the Relaxin Receptor RXFP1; AID 2676, 2010; Potency, µM (series often up to 57.5 µM), inactives show top-dose activation, hits mostly activators; 370,000 compounds, 0.3% hits; HEK293T-RXFP1 cAMP TR-FRET, 30 min; response scale: percent of porcine relaxin response, buffer zero; Relaxin receptor 1 (Homo sapiens), Q9HBX9; also: % is scaled to controls: 0 for no effect and ±100 for the full control effect; nearly all actives have a fitted effect of over 60% in size; many of its hits are not listed in these tables
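cAMP rise read by TR-FRET after 30 min, 37C compound exposure (up to 58 uM) in RXFP1-transfected HEK293 cells with Ro 20174 present. EC50 from Hill-equation fits, with 29 nM porcine relaxin as 100% and buffer as basal.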
mIDH1 inhibitor – qHTS for Inhibitors of mutant isocitrate dehydrogenase 1 (IDH1): qHTS | Isocitrate dehydrogenase [NADP] cytoplasmic (Homo sapiens), O75874 | 390,000 compounds, 0.093% hits | IDH1-R132H enzyme, NADPH consumption, diaphorase/resazurin fluorescence | Potency, µM (doses to about 76.6 µM), for the others: top-dose activity change, negative = inhibition, usual class: inhibitors; also: % is scaled to controls: 0 for no effect and ±100 for the full control effect; nearly all actives have a fitted effect of over 65% in size
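IDH1-R132H (0.5 ug/mL dispensed) in pH 7.5 Tris buffer was preincubated 30 min with compound, then given a substrate mix of 0.016 mM NADPH and 2 mM alpha-KG for 80 min at room temperature; remaining NADPH was read by diaphorase/resazurin fluorescence.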
USP1-UAF1 inh – Inhibitors of USP1/UAF1: Primary Screen; Ubiquitin carboxyl-terminal hydrolase 1 (Homo sapiens), O94782; recombinant USP1/UAF1, Ub-Rhodamine cleavage fluorescence; Potency, µM (top dose mostly 57.1 µM), inactives show top-dose activity change, negative = inhibition, usual class: inhibitors; 390,000 compounds, 0.23% hits; AID 743255, 2014; also: % is scaled to controls: 0 for no effect and ±100 for the full control effect; nearly all actives have a fitted effect of over 60% in size; inactives centre near -12
Target sequence (O94782 whole entry, looked up): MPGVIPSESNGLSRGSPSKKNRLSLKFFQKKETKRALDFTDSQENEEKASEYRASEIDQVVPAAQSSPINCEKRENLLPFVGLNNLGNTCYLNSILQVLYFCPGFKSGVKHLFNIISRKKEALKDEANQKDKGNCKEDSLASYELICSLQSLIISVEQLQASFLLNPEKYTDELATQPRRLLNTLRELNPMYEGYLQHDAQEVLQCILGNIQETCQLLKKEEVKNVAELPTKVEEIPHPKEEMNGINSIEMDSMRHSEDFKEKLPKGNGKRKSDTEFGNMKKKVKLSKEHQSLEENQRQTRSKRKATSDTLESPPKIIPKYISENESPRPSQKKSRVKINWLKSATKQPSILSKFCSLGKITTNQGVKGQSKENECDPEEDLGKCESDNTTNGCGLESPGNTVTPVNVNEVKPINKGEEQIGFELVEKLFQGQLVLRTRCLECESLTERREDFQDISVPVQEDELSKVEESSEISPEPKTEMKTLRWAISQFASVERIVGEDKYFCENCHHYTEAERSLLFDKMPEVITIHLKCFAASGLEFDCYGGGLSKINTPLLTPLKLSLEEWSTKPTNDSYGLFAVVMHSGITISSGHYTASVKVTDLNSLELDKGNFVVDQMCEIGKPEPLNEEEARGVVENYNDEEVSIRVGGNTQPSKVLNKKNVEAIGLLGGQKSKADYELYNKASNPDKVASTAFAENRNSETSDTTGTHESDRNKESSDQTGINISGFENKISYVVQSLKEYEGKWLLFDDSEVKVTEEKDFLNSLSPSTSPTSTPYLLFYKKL
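Step one: compound is pinned into 1nM USP1/UAF1 in HEPES pH 7.8 buffer with TCEP. Step two: 15 min room-temperature incubation. Step three: Ub-Rho (150nM final) starts cleavage, tracked by fluorescence over six one-minute reads.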
TrxR1 substrate – qHTS Assay for Substrates of Mammalian Selenoprotein Thioredoxin Reductase 1 (TrxR1): qHTS. Potency, µM (top dose mostly 114 µM), without a hit: at the highest dose activity change, negative = substrate turnover. AID 588456, 2011. purified TrxR1 substrate turnover, NADPH consumption readout. 390,000 compounds, 0.01% hits; also: % is scaled to controls: 0 for no effect and ±100 for the full control effect; nearly all actives have a fitted effect of over 50% in size
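Rat TrxR1, dispensed at 90 nM, was prereduced with 400 uM NADPH (final) for 5 min at ~22 deg C, then incubated with compound 15 min before 400 uM selenite. A first-read NADPH fluorescence drop versus no-compound background flagged substrates.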
Vif-A3G inh – qHTS for Inhibitors of Vif-A3G Interactions: qHTS; HeLa A3G-eYFP + Vif (tagged APOBEC3G with the HIV-1 protein that degrades it), YFP fluorescence, overnight; Potency, µM (doses to about 46.1 µM), for the others: at the highest dose activity, negative = active, most hits filed as inhibitors; 410,000 compounds, 0.076% hits; AID 602310, 2012;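 also: % is scaled to controls: 0 for no effect and ±100 for the full control effect; nearly all actives have a fitted effect of over 60% in size; hits raise eYFP signal because A3G escapes Vif-driven loss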
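HeLa cells stably expressing Vif and C-terminally eYFP-tagged A3G, seeded overnight at 37 deg C, then exposed to compound by pintool overnight at 37 deg C. Rise in yellow fluorescence (Ex 488/Em 500-530, Acumen) marks blocked Vif-driven A3G degradation.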
RGS4 inh – Inhibitors of Regulator of G Protein Signaling (RGS) 4: qHTS. Regulator of G-protein signaling 4 (Homo sapiens), P49798. Transcreener GDP fluorescence polarization, RGS4-accelerated GTP hydrolysis. Potency, µM (titrated, usually from 114 µM), for inactives: at the top dose activity change, negative = inhibition, most hits filed as inhibitors. 390,000 compounds, 0.039% hits. AID 504845, 2011; also: % is scaled to controls: 0 for no effect and ±100 for the full control effect; nearly all actives have a fitted effect of over 75% in size; some results filed as inactive show a strong effect at the top dose
Target sequence (P49798 whole entry, looked up): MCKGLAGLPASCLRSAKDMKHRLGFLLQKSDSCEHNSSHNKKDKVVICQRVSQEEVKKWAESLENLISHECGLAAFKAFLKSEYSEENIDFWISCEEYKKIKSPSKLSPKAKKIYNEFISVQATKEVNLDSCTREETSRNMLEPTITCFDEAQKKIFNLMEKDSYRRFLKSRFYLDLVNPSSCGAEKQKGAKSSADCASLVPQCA
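MLSMR compounds (23 nl, pin-transferred) preincubated 10 min at room temperature with a 500nM (2x) first reagent, then RGS4 at 900nM (2x) plus Transcreener GDP mix added; fluorescence polarization (620/688 nm) read before and after 90 min at 30 °C.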
* marks the source's active call; other numbers are inactive results; ? = inconclusive; nt = not tested or not shown; & = joins results of further samples; [ ] = another dose, or the depositor's remark. Calls follow the shape of the dose curve; as a rule, active = well fitted curve in the direction sought with a large enough effect; inconclusive = small, poorly fitted or top-dose-only effect, or another doubt; inactive = no such curve, though single readings can be large; an effect the other way counts as inactive or inconclusive. Potency is read from the fitted curve at half-maximal effect.

The first 2 records, ahead of the listing:
no.	Compound	Vif-APOBEC3F blk	TrxR1 inh	ALOX12 inh	RXFP1 agonist	mIDH1 inhibitor	USP1-UAF1 inh	TrxR1 substrate	Vif-A3G inh	RGS4 inh
1	COc1cccc(O)c1CN1CCCC(C(=O)c2ccccc2SC)C1 (stereo unspecified)	-9%	-1%[57.1 µM]	-3%	-1.0%	0%	-17%	1%[57.1 µM]	0%	7%
2	CC(=O)OC1CCC2(C)C(CCC3C2CC(=O)C2(C)C3CC(N3CC3)C2C(C)=O)C1 (stereo unspecified)	10%	-3%	22%	nt	7%	-1%	-7%	-5%	-15%

This part in full, from the start:
no.	Compound	Vif-APOBEC3F blk	TrxR1 inh	ALOX12 inh	RXFP1 agonist	mIDH1 inhibitor	USP1-UAF1 inh	TrxR1 substrate	Vif-A3G inh	RGS4 inh
1	COc1cccc(O)c1CN1CCCC(C(=O)c2ccccc2SC)C1 (stereo unspecified)	-9%	-1%[57.1 µM]	-3%	-1.0%	0%	-17%	1%[57.1 µM]	0%	7%
2	CC(=O)OC1CCC2(C)C(CCC3C2CC(=O)C2(C)C3CC(N3CC3)C2C(C)=O)C1 (stereo unspecified)	10%	-3%	22%	nt	7%	-1%	-7%	-5%	-15%
3	O=C(NC(C(Cl)Cl)N1CCOCC1)c1ccccc1 (stereo unspecified)	1%	1%	1%	-0.3%	-3%	-11%	3%	-1%	16%[11.4 µM]
4	COc1ccc2c(C)c(CCC(=O)N3C[C@H]4C[C@@H](C3)c3cccc(=O)n3C4)c(=O)oc2c1	4%	-8%	-6%	1.8%	-9%	-14%	156%[activator]	-2%	-7%
5	CC(C)OP(=O)(OC(C)C)C(NCc1ccccc1)c1ccccc1 (stereo unspecified)	12%	5%[57.1 µM]	?	0.6%	6%	-4%	5%[57.1 µM]	3%	12%
6	COC(=O)C1=C(c2ccc(F)cc2OCc2ccccc2)C[C@@H]2CC[C@H]1N2C(=O)NCCN1CCOCC1	1%	9%[57.1 µM]	-4%	-1.1%	-1%	-15%	10%[57.1 µM]	1%	7%
7	CN(C)Cc1c[nH]c2ccccc12	-2%	23%[57.1 µM]	-2%&-8%	1.4%	2%	-13%	11%[57.1 µM]	1%	14%
8	Cc1ccc(-c2cc(-c3ccc(C)cc3)[n+](-c3ccccc3)c(-c3ccc(C)cc3)c2)cc1	1%	-7%	nt	0.2%	-9%	7%	4%	-15%	-3%
9	CCCOC(=O)c1c(C)oc2c1cc(NS(=O)(=O)c1ccc(OCC)cc1)c1ccccc12	-6%	5%	?	24%	4%	24%	2%	?	8%
10	Cc1cccc(OC(=O)N2CCOCC2)c1	-4%	16%	-13%	-0.9%	7%	-22%	4%	-1%	29%
11	CCn1c(O)c(/C=N/NC(=O)c2ccccc2)c(=O)n(CC)c1=S	-3%	-6%	4%	-5.7%	-3%	6%	-8%	-22%	-2%
12	COc1cccc(C(C#N)N2CCCCC2)c1O (stereo unspecified)	5%	?	196%[activator]	-0.1%	2%	-27%	-2%	-12%	-9%
13	CCCCC(=O)N/N=C/c1c(O)n(CCc2ccc(OC)c(OC)c2)c(=O)[nH]c1=O	-42%	16%[57.1 µM]	8%	-1.5%	4%	-2%	10%[57.1 µM]	2%	24%
14	Cc1c(NC(NC(=O)CF)C(Cl)(Cl)Cl)c(=O)n(-c2ccccc2)n1C (stereo unspecified)	2%	19%[57.1 µM]	-32%	-1.4%	7%	-3%	4%[57.1 µM]	1%	-25%
15	CCC(=NCc1cc(OC)cc(OC)c1)c1c(O)[nH]c(=O)[nH]c1=O	7%	10%	158%[activator]	0.2%	1%	-17%	3%	0%	8%
16	O=c1cccc2n1CC1CC2CN(Cc2c(Cl)cccc2Cl)C1 (stereo unspecified)	-2%	8%	?	0.0%	2%	-8%	6%	-2%	5%
17	Cc1ccc(C)c(OCC(=O)N2CCCN(C)CC2)c1	3%	-12%	-8%	0.7%	1%	-19%	-7%	0%	-26%
18	C[C@]12CCC(=O)C=C1C=C[C@@H]1[C@@H]2CC[C@@]2(C)[C@H]1CC[C@@]2(O)CCC(=O)O	13%	18%	-4%	-0.1%	3%	13%	-2%	-2%	6%
19	C=C(C)C(Cc1c(OC)ccc(C(=O)/C=C/c2ccc(O)cc2)c1O)OO (stereo unspecified)	4%	-2%	20µM*	nt	?	?	-9%	-28%	-6%
20	N#C/C(=C(/O)c1ccc(S(=O)(=O)N(CCCl)CCCl)cc1)c1nc2ccccc2[nH]1	2%	41%[activator]	24%	0.0%	3%	-18%	69%[activator]	2%	8%
21	Cc1cc(C)c(NC2=NCCCS2)c(C)c1	-3%	5%[57.1 µM]	19%	0.3%	-12%	2%	2%	0%	-7%
22	Cc1nc2cc(C(=O)N3CCC4(CC3)OCCO4)ccc2n1-c1cccc(F)c1	1%	3%[57.1 µM]	376%[activator]	0.6%	2%	4%	3%[57.1 µM]	-1%	1%
23	COc1ccc(-c2cc(C(=O)N3CCC4(CC3)OCCO4)c3ccccc3n2)cc1	0%	6%	-26%	6.2%	0%	-17%	152%[activator]	9%	39%
24	Clc1cccc(N2CCNCC2)c1	8%	12%&4%	4%&0%	-1.7%	-3%	-16%	3%	2%	-5%
25	C/C(=N/O)c1ccc2ccc3ccccc3c2c1	-4%	-11%	0%	nt	8%	-13%	-17%	-10%	17%
26	CC1=NN(c2ccccc2)C(=O)/C1=C/c1c(O)[nH]c(=S)[nH]c1=O	2%	18µM*	-98%	0.0%	-9%	-24%	?	-4%	?
27	C[C@H]1COC(=O)[C@@H](Cc2ccc(F)cc2)CC/C=C/C[C@@H](CC(=O)N(CCO)Cc2ccccc2)C(=O)N1	1%	3%	7%	nt	-5%	-1%	-4%	5%	18%
28	CCCNC(=O)N1[C@H]2CC[C@@H]1C(C(=O)OC)=C(c1ccc3ccccc3c1)C2	11%	14%[57.1 µM]	nt	-0.7%	1%	17%	10%[57.1 µM]	-3%	11%
29	COc1ccc(N=Cc2c(O)n(C)c(=O)n(C)c2=O)cc1	3%	15%	-14%	23%	-3%	-6%	2%	-1%	1%
30	COC(=O)C1=C(c2ccc(F)cc2OCc2ccccc2)C[C@@H]2CC[C@H]1N2C(=O)NCc1ccccc1Cl	1%	20%[57.1 µM]	6%	0.9%	1%	-12%	6%[57.1 µM]	-2%	18%
31	COc1ccc(CN2C(=O)NC(=O)/C(=C/c3ccoc3)C2=O)cc1	?	-21%	?	1.7%	-4%	-18%	-4%	9%	?
32	O=c1cccc2n1CC1CC2CN(c2ncnc3c2cnn3-c2ccc(Cl)cc2)C1 (stereo unspecified)	5%	-18%	0%	-0.9%	5%	-12%	-3%	4%	-25%
33	COC(=O)C(O)(c1ccc(N(C)S(=O)(=O)c2ccccc2)cc1)C(F)(F)F (stereo unspecified)	4%	-1%	0%[57.4 µM]	1.1%	0%	-3%	-7%	2%	41%
34	CCCCC1(CC)COP(=O)(OCC(Cl)(Cl)Cl)OC1 (stereo unspecified)	0%	-7%[2.29 µM]	-28%	nt	8%	?	-8%[2.29 µM]	1%	14%
35	O=Cc1cn(Cc2c(F)cccc2Cl)nc1-c1ccccc1	6%	6%[57.1 µM]	?	nt	1%	-17%	1%[57.1 µM]	1%	-4%
36	CCC(c1ccc(C)cc1)N1C(=O)C2C3CCC(O3)C2C1=O (stereo unspecified)	1%	41%[activator]	?	-2.9%	18%	-7%	17%	0%	17%
37	CN(C)P1(N(C)C)=Nc2c(c(N)nn2C)C(c2ccccc2)=N1	-9%&3%	-9%&2%	-12%&0%	-0.8%	-12%&7%	14%&-22%	-12%&6%	-2%&1%	19%&-6%
38	O=c1[nH]c(O)c(/C=C2/C=CC(c3cc(Cl)ccc3Cl)=N2)c(=O)[nH]1	?	2%	-8%	0.0%	29µM*	-22%	0%	-17%	-15%
39	CCCn1cc(CN2CCCC(C(=O)c3cccc(OC)c3)C2)c(C)n1 (stereo unspecified)	-17%	11%	-5%	1.7%	-16%	-3%	5%	-2%	-15%

A portion of the library; the hit share may differ from the screen's.
